Compound activity from PubChem.
rCAG binder – molecules binding r(CAG) RNA repeats; 370,000 compounds, 1.3% hits; r(CAG) RNA repeat, TO-PRO-1 dye displacement fluorescence; AID 651821; inhibition, % at 3 µM;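 active means inhibition above the plate cutoff, the mean of all test compounds on that plate plus 3 SD, cut at about 35% in these data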;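 further: 0% = DMSO alone and 100% = 100 µM mitoxantrone as full dye displacement; higher means more dye released from RNA so lower well fluorescence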
KLK7 zymogen act – activates the human kallikrein-7 zymogen; P49862; purified proKLK7, EDANS-DABCYL substrate fluorescence; 100% is mature enzyme control, 0% vehicle; activation, % at 7 µM; 370,000 compounds, 0.9% hits;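 active means activation above the mean of all tested compounds plus 3 SD, computed per campaign excluding outliers beyond control limits, cut at about 13% in these data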
Target sequence (P49862 whole entry, looked up): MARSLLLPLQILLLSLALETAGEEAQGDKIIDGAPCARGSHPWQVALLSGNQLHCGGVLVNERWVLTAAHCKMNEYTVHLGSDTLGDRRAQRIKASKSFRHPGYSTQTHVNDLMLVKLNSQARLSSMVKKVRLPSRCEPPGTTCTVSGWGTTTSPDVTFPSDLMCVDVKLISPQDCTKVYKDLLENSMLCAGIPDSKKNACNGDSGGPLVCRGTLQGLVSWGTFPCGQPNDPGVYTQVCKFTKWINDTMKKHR
ASAP1 inh – blocks human ASAP1-stimulated Arf1 GTP hydrolysis | Q9ULH1 | GDP FP detection | inhibition, % at 16.5 µM | 360,000 compounds, 0.19% hits | AID 624377; in the data active means inhibition above about 25%;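 further: 0% = vehicle with enzyme and substrate and 100% = no enzyme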
ADAM10 inh – inhibitors of human ADAM10; AID 720582; 370,000 compounds, 0.62% hits; inhibition, % at 7 µM; recombinant ADAM10, EDANS/DABCYL FRET peptide cleavage, 3 h; O14672;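 active means inhibition above a per-campaign cutoff equal to the mean of compounds falling between control-based bounds plus 3 SD, cut at about 20% in these data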;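 further: 0% = DMSO wells while the 100% control is not disclosed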
ARFGAP1 inhibitor – rat ARFGAP1 inhibition | Arfgap1-stimulated ARF1 GTP hydrolysis, GDP FP detection | inhibition, % at 16.5 µM | 360,000 compounds, 0.26% hits;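 active means inhibition above a per-plate limit, mean inhibition of low control wells plus 3 SD, cut at about 25% in these data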;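 further: 0% = DMSO wells with enzyme and 100% = wells lacking Arfgap1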
Target sequence (Q62848 1-136 limits assumed): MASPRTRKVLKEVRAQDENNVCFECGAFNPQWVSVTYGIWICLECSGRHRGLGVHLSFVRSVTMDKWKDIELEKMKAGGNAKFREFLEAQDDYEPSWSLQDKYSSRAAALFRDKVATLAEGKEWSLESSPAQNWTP
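Material: truncated rat Arfgap1 GAP domain; Incubation: compound-enzyme preincubation 20 min, reaction 120 min, detection 60 min, 25 °C; Read-out: percent inhibition of Arfgap1-stimulated GTP hydrolysis; Technique: FP, GDP Alexa 633 tracer displaced from anti-GDP antibody, 620/688 nm; Controls: No-Arfgap1 wells (100%) versus DMSO full-reaction wells (0%); Replication: single well per compound.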
HGIII-sPLA2 inh – Blocks human group III sPLA2 activity | AID 743126 | 370,000 compounds, 0.56% hits | inhibition, % at 12.2 µM | QFRET BODIPY PC-A2 liposome hydrolysis, fluorescence;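 active means inhibition above mean plus 3 SD of compounds lying within the high and low control bounds, cut at about 19% in these data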;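 further: 0% = median of test compound wells and 100% = no enzyme DMSO wells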
GC-B act – GC-B (human) receptor activation | P20594 | activation, % at 10 µM | 370,000 compounds, 0.11% hits | HEK293-GC-B cells, CNP EC30, cGMP TR-FRET; 0% at EC30 CNP, 100% saturating CNP;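 active means activation at 10 µM reaching about 35% in either raw or pattern-adjusted values, limit read from the data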
FXN GAA850 act – frataxin GAA850 promoter activation. 360,000 compounds, 0.56% hits. activation, % at 6 µM. AID 540364. HEK293 lucGAA850 FXN promoter luciferase reporter, 24 h; percent of 10 µM SAHA response;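 active means activation above the average of all compounds screened plus 3 SD, cutoff fixed separately per campaign, cut at about 7.5% in these data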;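 further: 0% = DMSO wells and 100% = 10 µM SAHA wells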
Tn6 DDE FP – inhibitors of Tn6 peptide binding to human fibrin DD(E). 370,000 compounds, 0.21% hits. AID 720509. inhibition, % at 8.3 µM. P02675. Fibrin DD(E) TRITC-Tn6 fluorescence polarization displacement;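 active means inhibition above a per-campaign cutoff: mean of compounds within control limits plus 3 SD, cut at about 15% in these data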;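 further: 0% = median of all compound wells on the plate and 100% = blocking peptide control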
Target sequence (P02675 whole entry, looked up): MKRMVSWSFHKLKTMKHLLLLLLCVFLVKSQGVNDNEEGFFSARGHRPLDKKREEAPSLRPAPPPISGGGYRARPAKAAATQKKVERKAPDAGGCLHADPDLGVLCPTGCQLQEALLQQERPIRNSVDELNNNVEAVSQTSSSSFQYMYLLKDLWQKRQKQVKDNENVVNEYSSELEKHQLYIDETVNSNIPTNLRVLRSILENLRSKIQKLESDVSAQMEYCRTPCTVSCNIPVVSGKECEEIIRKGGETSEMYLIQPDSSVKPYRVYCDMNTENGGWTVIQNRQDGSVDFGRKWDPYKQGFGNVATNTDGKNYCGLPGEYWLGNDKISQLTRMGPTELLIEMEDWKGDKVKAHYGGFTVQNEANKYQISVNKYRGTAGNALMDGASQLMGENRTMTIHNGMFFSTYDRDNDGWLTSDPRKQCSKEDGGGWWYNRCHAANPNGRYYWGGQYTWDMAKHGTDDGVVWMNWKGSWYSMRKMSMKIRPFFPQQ
NPR1 activator – GC-A (human) enzyme activation | P16066 | HEK293 GC-A cells, cGMP TR-FRET, EC30 ANP; 0% at EC30 ANP, 100% saturating ANP | activation, % at 10 µM | 370,000 compounds, 0.14% hits | AID 1671463; in the data active means activation above about 40%
* = called active by the depositor; . = no result given.

#	Structure	rCAG binder	KLK7 zymogen act	ASAP1 inh	ADAM10 inh	ARFGAP1 inhibitor	HGIII-sPLA2 inh	GC-B act	FXN GAA850 act	Tn6 DDE FP	NPR1 activator
1	COC(=O)[C@]12C[C@H](CC(=O)N3CCCCC3)C(=O)N(CCc3ccc(OC)c(OC)c3)C1=C[C@H](COCc1ccccc1)O[C@@H]2C	2	0.8	.	58*	.	5	3	.	-3	7
2	CCOC(=O)/C=C1/SCC(=O)N1CCOc1cccc(Br)c1	-2	-0.1	-6	-1	10	-29	8	-0.7	1	12
3	c1ccc(CN2CCCC3CC2c2ccccc23)cc1 (stereo not drawn)	5	-0.2	-12	1	1	14	-9	.	2	-16
4	CC(C)(C)NC(=O)NC(=O)COC(=O)c1cc[n+]([O-])cc1	0	-0.5	9	-13	7	12	11	1.2	-11	0
5	Cc1ccc(-n2ccnc(SCC(=O)NC3CCCC3)c2=O)cc1Cl	2	1.4	2	-15	3	4	2	0.8	-2	3
6	COc1cccc(OC)c1OCCCCc1c(C)n[nH]c1C	-6	-0.8	-8	1	-1	-6	3	0.8	-2	-1
7	O=C(NCCCCc1ccccc1)c1cc([N+](=O)[O-])cc([N+](=O)[O-])c1	-4	-0.4	4	-4	8	-6	-3	-0.6	3	-1
8	O=C(c1ccc2ccccc2c1)N1CCN(c2ccc(O)cc2)CC1	1	0.0	3	3	0	-3	-2	0.1	5	1
9	COc1ccc(Nc2c(C)cccc2C)cc1	-2	-0.5	-6	6	1	11	-2	0.0	-4	-2
10	CCOC(=O)C1=C(C)NC(=NC)SC1c1ccccc1 (stereo not drawn)	-5	0.0	14	-4	9	8	-4	0.9	-8	0
11	O=C(COC(=O)Cc1cccc(F)c1)NCCc1ccccc1	1	-0.8	10	-14	-3	6	7	1.1	-1	-3
12	Cc1ccc2nc(SCC(=O)Nc3c(C)n(C)n(-c4ccccc4)c3=O)[nH]c2c1	-2	-0.9	10	-5	-19	4	0	0.6	-3	1
13	CCCN(CC)c1ncnc2[nH]ncc12	1	0.0	-6	4	5	1	-2	-6.0	-3	-2
14	CCCCN1CC(=O)N2Cc3[nH]c4ccccc4c3C[C@H]2C1=O	9	2.5	7	-11	-8	8	1	3.1	-4	0
15	COc1ccc2ccn(C)c2c1	2	-0.9	6	-11	-2	-1	5	-0.6	0	0
16	Cc1ccc(O)c(C(CC(=O)NCc2ccco2)c2ccccc2)c1 (stereo not drawn)	-2	-1.2	16	1	3	-9	-8	-1.8	7	-4
17	CC1=CCC2C(=O)N(c3ccc(C)c(Br)c3)C(=O)C2C1 (stereo not drawn)	-3	-0.4	16	-6	12	-6	-10	1.6	0	3
18	Cc1ccccc1NC(=O)/C(C#N)=C\c1cc(C)n(-c2ccc(C(=O)O)cc2)c1C	25	0.4	4	-7	6	-7	0	0.0	1	-2
19	COc1cccc(CSc2nnnn2-c2ccc(O)cc2)c1	0	0.9	-4	-24	3	-23	0	1.3	8	-2
20	Cc1ccc(-c2ccccc2NC(=O)C2C3C=CC(C3)C2C(=O)O)o1 (stereo not drawn)	2	-0.9	10	-17	6	-4	7	-1.1	7	1
21	Cc1cccc(OCc2nnc(SCc3nc4cc(C(F)(F)F)ccc4c(=O)[nH]3)o2)c1	30	0.2	-2	-7	-1	-22	-9	0.1	-1	-3
22	Cc1ccc(CNC(=S)Nc2cc(C(=O)O)ccc2C)cc1	0	0.3	-2	10	-2	9	1	0.8	-8	3
23	CC(=O)C1=C(O)C(=CC=Cc2ccccc2)OC1=O	19	-0.3	-11	-48	-6	-6	0	1.0	1	4
24	C[C@H](CO)N1C[C@H](C)[C@@H](CN(C)Cc2ccncc2)Oc2c(NC(=O)Cc3ccccc3)cccc2C1=O	-8	0.2	10	-2	4	-4	-3	-1.3	2	1
25	CC1CCN(C(=S)NC2CC3CCC2C3)CC1 (stereo not drawn)	-2	-0.4	14	2	5	14	-3	3.0	5	2
26	Cn1c(SCC(=O)Nc2ccccc2F)nnc1-c1cc2ccccc2o1	2	0.0	9	-7	0	12	0	3.8	-5	-11
27	Cc1cc(C)c(S(=O)(=O)c2cccc(Br)c2C)c(Cl)n1	-3	0.3	1	0	3	12	-1	0.1	1	1
28	NC(=O)c1c(N)[nH]c(C(=O)c2ccccc2)c1-c1ccc2c(c1)OCO2	4	0.2	7	-19	3	7	-1	.	4	-2
29	COc1ccc(CC(=O)Nc2c(C(=O)N3CCN(c4ncccn4)CC3)oc3ccccc23)cc1	0	0.1	-5	4	-5	-8	-1	-0.6	3	0
30	COc1ccc(Cn2nnnc2CN2CCc3ccccc32)cc1	17	-0.7	9	-3	3	-14	7	3.6	2	-2
31	COc1cccc(C(=O)Nc2ccc3c(c2)C(=O)N(CCC(=O)O)C3=O)c1	6	-1.6	5	-3	-3	-2	-1	-1.3	0	4
32	CCOc1ccc(NC(=O)CN(C)C(=O)c2cc(C)oc2C)cc1OCC	-8	-0.4	-4	-5	-6	10	-4	-0.2	9	0
33	O=C(N/N=C\c1ccc(COc2ccc([N+](=O)[O-])cc2)o1)c1ccc(Cl)cc1	3	0.1	3	5	0	-2	6	-0.2	4	-3
34	CC(NC(=O)c1cc(Br)ccc1Cl)c1ccccc1 (stereo not drawn)	-6	-0.5	-13	-1	0	2	-9	1.4	5	-3
35	CCC1/C(=N\O)CC(c2ccco2)NC1c1ccco1 (stereo not drawn)	-2	1.3	8	-4	1	4	-4	-2.4	-9	-8
36	COc1cccc(CNC(=O)C2CCC(=O)N(C3CC3)C2)c1OC (stereo not drawn)	2	0.0	2	5	-12	3	-1	-0.8	-12	1
37	Cc1cc(Cl)ccc1C(=O)C1CCCN(C(=O)CCn2cnnn2)C1 (stereo not drawn)	-4	0.7	-1	-10	-18	1	3	0.7	-9	-2
38	COc1ccc(-c2csc(NC(CO)c3nc4ccccc4n3Cc3ccc(C)cc3)n2)cc1 (stereo not drawn)	14	-0.4	10	11	16	3	-5	-1.1	-2	0
39	Cc1cc(C)n2nc(SCc3nc4ccccc4[nH]3)nc2n1	6	-0.3	-9	-25	15	13	1	4.6	12	5
40	C#CCn1c(O)c(N=NC(=O)CNC(=O)c2cccnc2)c2ccccc21	3	0.1	1	12	11	-1	-2	1.9	-12	1
41	COc1ccc(OCc2nn[nH]n2)cc1	-2	-0.6	11	-8	-11	-1	-1	0.6	0	3
42	COCCCNc1ccnc2c(Cl)cccc12	1	0.2	-6	-24	-6	8	7	0.5	8	5
43	COc1ccc(NC(=O)C(C)Sc2nnc3c4c(nc(-c5ccc(OC)cc5)n23)CC(C)(C)OC4)cc1 (stereo not drawn)	6	0.9	3	3	2	-6	-1	1.1	-2	0
44	CCn1cc(CNC(=O)C2C3CCC(C3)C2C(=O)O)cn1 (stereo not drawn)	1	-0.4	0	-3	2	2	-7	0.3	5	-14
45	CCN(C[C@H]1N[C@@](CC)(C(=O)OC)[C@H]2C(=O)N(Cc3ccccc3)C(=O)[C@@H]12)S(=O)(=O)c1ccccc1	-2	0.5	-1	2	5	-7	0	3.2	6	0
46	Cc1ccc(-c2c[n+](CC(=O)OCc3ccccc3)c3n2CCC3)cc1	4	0.1	-3	2	0	-2	2	2.2	2	2
47	FC(F)(F)c1cccc(-n2c(Cn3nnc4ccccc43)n[nH]c2=S)c1	-2	0.5	1	-8	-10	15	0	-0.3	-8	-1
48	O=C(COc1ccccc1)Nc1nc2ccccc2[nH]1	-3	0.0	5	-1	4	8	7	2.5	3	7

A different layout for part of the listing above:
#42 COCCCNc1ccnc2c(Cl)cccc12
  rCAG binder = 1
  KLK7 zymogen act = 0.2
  ASAP1 inh = -6
  ADAM10 inh = -24
  ARFGAP1 inhibitor = -6
  HGIII-sPLA2 inh = 8
  GC-B act = 7
  FXN GAA850 act = 0.5
  Tn6 DDE FP = 8
  NPR1 activator = 5
#43 COc1ccc(NC(=O)C(C)Sc2nnc3c4c(nc(-c5ccc(OC)cc5)n23)CC(C)(C)OC4)cc1 (stereo not drawn)
  rCAG binder = 6
  KLK7 zymogen act = 0.9
  ASAP1 inh = 3
  ADAM10 inh = 3
  ARFGAP1 inhibitor = 2
  HGIII-sPLA2 inh = -6
  GC-B act = -1
  FXN GAA850 act = 1.1
  Tn6 DDE FP = -2
  NPR1 activator = 0

Compound profiles, as listed above. Values in the order: rCAG binder | KLK7 zymogen act | ASAP1 inh | ADAM10 inh | ARFGAP1 inhibitor | HGIII-sPLA2 inh | GC-B act | FXN GAA850 act | Tn6 DDE FP | NPR1 activator
Profile of CCC1/C(=N\O)CC(c2ccco2)NC1c1ccco1 (stereo not drawn) → -2 | 1.3 | 8 | -4 | 1 | 4 | -4 | -2.4 | -9 | -8
Profile of O=C(N/N=C\c1ccc(COc2ccc([N+](=O)[O-])cc2)o1)c1ccc(Cl)cc1 → 3 | 0.1 | 3 | 5 | 0 | -2 | 6 | -0.2 | 4 | -3
Profile of Cc1ccc(-c2c[n+](CC(=O)OCc3ccccc3)c3n2CCC3)cc1 → 4 | 0.1 | -3 | 2 | 0 | -2 | 2 | 2.2 | 2 | 2
Profile of C#CCn1c(O)c(N=NC(=O)CNC(=O)c2cccnc2)c2ccccc21 → 3 | 0.1 | 1 | 12 | 11 | -1 | -2 | 1.9 | -12 | 1
Profile of COc1cccc(CNC(=O)C2CCC(=O)N(C3CC3)C2)c1OC (stereo not drawn) → 2 | 0.0 | 2 | 5 | -12 | 3 | -1 | -0.8 | -12 | 1

Compounds as they come (roughly 4.5% active in at least one column).
